Screening results as filed in PubChem.
NadD block: inhibitors of S. aureus NadD, primary screen, biochemical, colorimetric, uHTS; Nicotinate-nucleotide adenylyltransferase NadD (Staphylococcus aureus N315); purified NadD enzyme, colorimetric absorbance read-out; inhibition, % at 20 µM; 360,000 tested, 0.78% active; in the data active = inhibition above about 26%; also: some compounds past the cut are filed as inactive
Rin1-Abl PPI inh: inhibitors of Rin1-Abl protein binding, primary screen, biochemical, TR-FRET; 360,000 tested, 0.4% active; Tyrosine-protein kinase ABL1 (Homo sapiens) + Ras and Rab interactor 1 (Homo sapiens), …; AID 588664, 2011; inhibition, % at 7.35 µM; in the data active = inhibition above about 5%, passing the limit was not always enough
SKN-1 block: suppressors of acrylamide-induced Pgst-4::GFP reporter in worms, primary screen, SKN-1 inhibitor project, whole organism, uHTS, GFP/RFP fluorescence ratio, strain VP596; 360,000 tested, 0.49% active; inhibition, % at 21.8 µM; C. elegans VP596 Pgst-4::GFP/RFP ratio, 24 h; AID 624304, 2012;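 active = interference check ratio from 0.5 to 1.5 plus GFP to RFP signal ratio inhibition reaching or exceeding a fixed threshold, cut at about 30% in these data, passing the limit was not always enough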; also: some compounds called inactive have numbers as strong as hits
MLLE-PAM2 inh: inhibitors of PABP1 MLLE–PAM2 peptide binding, primary screen, biochemical, fluorescence polarization, FITC-PAM2, GST-MLLE | Polyadenylate-binding protein 1 (Homo sapiens), P11940 | AID 588489, 2011 | 360,000 tested, 0.36% active | inhibition, % at 20 µM; in the data active = inhibition above about 35%, passing the limit was not always enough;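 also: plate controls were DMSO wells with GST-MLLE for no effect and wells lacking GST-MLLE protein for full effect; some results filed as inactive read as strong as hits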
Target sequence (P11940 whole entry, looked up): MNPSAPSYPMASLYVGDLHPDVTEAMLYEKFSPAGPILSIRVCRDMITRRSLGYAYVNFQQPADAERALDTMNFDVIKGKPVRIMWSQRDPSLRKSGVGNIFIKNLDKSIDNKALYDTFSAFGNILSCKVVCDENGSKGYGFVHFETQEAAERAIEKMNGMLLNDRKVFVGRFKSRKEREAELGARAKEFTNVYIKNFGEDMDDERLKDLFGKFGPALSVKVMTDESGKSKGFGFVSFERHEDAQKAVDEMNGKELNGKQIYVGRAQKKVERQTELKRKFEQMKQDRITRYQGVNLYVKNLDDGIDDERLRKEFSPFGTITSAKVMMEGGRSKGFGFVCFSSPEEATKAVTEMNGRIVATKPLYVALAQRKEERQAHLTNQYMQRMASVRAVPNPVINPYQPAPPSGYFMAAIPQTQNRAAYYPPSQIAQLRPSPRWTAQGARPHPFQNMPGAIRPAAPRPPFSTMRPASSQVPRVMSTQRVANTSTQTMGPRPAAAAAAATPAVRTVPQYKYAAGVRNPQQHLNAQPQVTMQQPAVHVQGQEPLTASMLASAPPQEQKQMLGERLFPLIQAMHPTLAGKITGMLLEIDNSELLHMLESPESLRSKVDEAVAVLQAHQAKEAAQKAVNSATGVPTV
CSN deneddyl inh: inhibitors of CSN-mediated cullin deneddylation, primary screen, biochemical, fluorescence polarization, uHTS; 360,000 tested, 0.38% active; COP9 signalosome complex subunit 5 (Homo sapiens), Q92905; Purified CSN, SCF-Nedd8-OG deneddylation; AID 651999, 2013; inhibition, % at 12.5 µM;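 active = pattern-corrected inhibition above about 35%, with an unprinted fluorescence ratio check between 0.5 and 1.5, limit read from the data, passing the limit was not always enough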;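 also: 0% = enzyme with substrate and 100% = substrate without enzyme; some results filed as inactive read as strong as hits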
Target sequence (Q92905 whole entry, looked up, one chain of several): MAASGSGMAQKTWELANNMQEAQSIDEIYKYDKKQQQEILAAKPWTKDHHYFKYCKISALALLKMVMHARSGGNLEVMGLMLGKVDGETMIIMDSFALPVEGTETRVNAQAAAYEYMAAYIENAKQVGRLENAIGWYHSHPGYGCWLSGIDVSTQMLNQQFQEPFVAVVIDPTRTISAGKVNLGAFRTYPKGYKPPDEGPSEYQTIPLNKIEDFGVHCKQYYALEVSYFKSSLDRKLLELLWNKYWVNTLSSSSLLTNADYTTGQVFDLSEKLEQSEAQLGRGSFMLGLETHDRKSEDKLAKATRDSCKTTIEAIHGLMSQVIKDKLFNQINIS
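Assay system: purified human Csn5 enzyme expressed in HEK293T cells; measure: % inhibition; also added: SCFSkp2-Nedd8OG substrate at 10 nM final; technique: fluorescence polarization; times: reaction 90 min, room temperature; medium: Tris buffer pH 7.5, NaCl, DTT, Tween-20, trehalose, ovalbumin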
MT1-MMP act inh: blockers of MT1-MMP proenzyme processing, primary screen, HT1080 RFP-PRO-GFP cells, GFP/RFP fluorescence | 360,000 tested, 0.061% active | AID 651647, 2012 | GFP/RFP ratio fluorescence, overnight; percent of plate control window, DMSO zero | Matrix metalloproteinase-14 (Homo sapiens), P50281 | GFP/RFP ratio change, % at 20 µM;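 active = GFP/RFP ratio change of at least 30% with cell ATP level not reduced by more than half and red fluorescence within 50% of control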; also: strong numbers were not always called active
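Test system: HT1080 cells expressing an RFP-PRO-GFP fluorescent reporter construct / Compound dosing: single-point 20 µM compound, 1% DMSO / Schedule: cells overnight before dosing, compound overnight, 37 °C, 5% CO2 / Evaluation: GFP/RFP fluorescence ratio / Control set: DMSO and RFP-L50D-GFP cell wells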
Neddylation inh: inhibitors of cullin neddylation, primary screen, biochemical, TR-FRET, uHTS, NAE and Ubc12; NEDD8-conjugating enzyme Ubc12 (Homo sapiens) + NEDD8-activating enzyme E1 regulatory …; calls only at 25 µM; 360,000 tested, 0.58% active; AID 651699, 2012; in the data active = inhibition above about 36%
Rpn11 inh: Rpn11 (PSMD14) deubiquitinase inhibitors, primary screen, biochemical, fluorescence polarization, uHTS; 26S proteasome non-ATPase regulatory subunit 14 (Homo sapiens), O00487; human 26S proteasome, Ub4-pepOG fluorescence polarization; 20S core pre-blocked with epoxomicin; calls only at 20 µM; 360,000 tested, 0.59% active; AID 588493, 2011;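 active = inhibition at 20 µM, scaled to each plate's controls, above about 33%, limit read from the data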
FAS TE block: FAS thioesterase domain inhibitors, primary screen, biochemical, fluorescence intensity, uHTS; inhibition, % at 15 µM; 360,000 tested, 0.67% active; recombinant FAS-TE, OMFH fluorogenic substrate, fluorescence endpoint;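 active = compounds whose normalised, plate-corrected inhibition of enzyme fluorescence in the single-dose primary screen is 50% or more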;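 also: 0% = DMSO with enzyme and 100% = substrate without enzyme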
The depositor's hits bear a star.

Screening COc1cccc(NC(=O)CN(C)C(=O)CNC(=O)c2ccccc2F)c1 returned NadD block 0, Rin1-Abl PPI inh -2, SKN-1 block 5, MLLE-PAM2 inh -9, CSN deneddyl inh -2, MT1-MMP act inh 2, Neddylation inh inactive, Rpn11 inh inactive and FAS TE block -5.
`CCOC(=O)c1cc(CC)sc1/N=C/C1=C(O)CCCC1=O` gave NadD block -11, Rin1-Abl PPI inh 0, SKN-1 block -13, MLLE-PAM2 inh 14, CSN deneddyl inh -1, MT1-MMP act inh 1, Neddylation inh inactive, Rpn11 inh inactive and FAS TE block -3.
CCN(CC)CCNc1nc2c(c(=O)[nH]c(=O)n2C)n1CCCc1ccccc1 was read as NadD block 5, Rin1-Abl PPI inh -1, SKN-1 block -8, MLLE-PAM2 inh 12, CSN deneddyl inh -8, MT1-MMP act inh -1, Neddylation inh inactive, Rpn11 inh inactive and FAS TE block -1.
COc1ccc2nc(SCC(=O)c3ccco3)[nH]c2c1 was read as NadD block -6, Rin1-Abl PPI inh 1, SKN-1 block 10, MLLE-PAM2 inh -78, CSN deneddyl inh 1, MT1-MMP act inh 3, Neddylation inh inactive, Rpn11 inh inactive and FAS TE block -1.
`CCN(CC)c1ccc(NC(=O)COC(=O)CCC(=O)c2cccs2)cc1` gave NadD block 4, Rin1-Abl PPI inh 0, SKN-1 block 4, MLLE-PAM2 inh 11, CSN deneddyl inh -2, MT1-MMP act inh 12, Neddylation inh inactive, Rpn11 inh inactive and FAS TE block -4.
O=S(=O)(Nc1nc2ccccc2nc1Cl)c1ccc(F)cc1 was read as NadD block -1, Rin1-Abl PPI inh -4, SKN-1 block -5, MLLE-PAM2 inh 0, CSN deneddyl inh 2, MT1-MMP act inh -2, Neddylation inh inactive, Rpn11 inh inactive and FAS TE block -8.
For Cc1cc(C)c(C)c(S(=O)(=O)NC(C)C(=O)O)c1C (centres undefined) the results were NadD block -3, Rin1-Abl PPI inh -2, SKN-1 block -17, MLLE-PAM2 inh 9, CSN deneddyl inh -5, MT1-MMP act inh 0, Neddylation inh inactive, Rpn11 inh inactive and FAS TE block -5.
Screening Cc1cccc(COC[C@H](CC(C)C)N2CCN(C(=O)c3ccc(C(F)(F)F)cc3)CCC2=O)c1 returned NadD block 0, SKN-1 block 10, CSN deneddyl inh -10, MT1-MMP act inh -6, Neddylation inh inactive and FAS TE block 21.
COc1ccc(OCCCC(=O)Nc2ccc(N3CCCCC3)cc2)cc1 was read as NadD block -3, Rin1-Abl PPI inh -2, SKN-1 block -13, MLLE-PAM2 inh -8, CSN deneddyl inh -1, MT1-MMP act inh 11, Neddylation inh inactive, Rpn11 inh inactive and FAS TE block -11.
Cc1ccc(Nc2nc(-c3sc(NC(=O)c4ccccc4)nc3C)cs2)cc1 was read as NadD block 37*, Rin1-Abl PPI inh 1, SKN-1 block 20, MLLE-PAM2 inh -64, CSN deneddyl inh 118, MT1-MMP act inh -5, Neddylation inh inactive, Rpn11 inh inactive and FAS TE block 6.
For COc1ccccc1C(=O)N1CCCC1(C#N)c1ccccc1 (centres undefined) the results were NadD block 1, Rin1-Abl PPI inh -1, SKN-1 block 17, MLLE-PAM2 inh 4, CSN deneddyl inh 2, MT1-MMP act inh -1, Neddylation inh inactive, Rpn11 inh inactive and FAS TE block -5.
Clc1ccc(OCCN2CCOCC2)cc1Cl was read as NadD block -3, Rin1-Abl PPI inh -1, SKN-1 block 10, MLLE-PAM2 inh -1, CSN deneddyl inh 3, MT1-MMP act inh 3, Neddylation inh inactive, Rpn11 inh inactive and FAS TE block -8.
`O=C(NCc1ccc2c(c1)OCO2)C1Cc2ccccc2CN1C(=O)c1ccco1` (centres undefined) gave NadD block 0, Rin1-Abl PPI inh -2, SKN-1 block 9, MLLE-PAM2 inh 1, CSN deneddyl inh -5, MT1-MMP act inh 2, Neddylation inh inactive, Rpn11 inh inactive and FAS TE block 1.
For CC(C)OCCCNC(=O)c1cc(-c2cccnc2)nc2ccccc12 the results were NadD block -2, Rin1-Abl PPI inh 0, SKN-1 block 11, MLLE-PAM2 inh 3, CSN deneddyl inh -5, MT1-MMP act inh 2, Neddylation inh inactive, Rpn11 inh inactive and FAS TE block -1.
For Cc1ccc2c(c1)N(CC(=O)N1CCCCC1)C(=O)CO2 the results were NadD block 12, Rin1-Abl PPI inh 2, SKN-1 block 12, MLLE-PAM2 inh 8, CSN deneddyl inh 4, MT1-MMP act inh -1, Neddylation inh inactive, Rpn11 inh inactive and FAS TE block -3.
`O=C(CN1C(=O)c2ccccc2C1=O)N1CCN(C2c3ccccc3-c3ccccc32)CC1` gave NadD block 4, Rin1-Abl PPI inh -1, SKN-1 block 18, MLLE-PAM2 inh 3, CSN deneddyl inh 2, MT1-MMP act inh 5, Neddylation inh inactive, Rpn11 inh inactive and FAS TE block 56*.
Screening O=C(Nc1ccc(F)cc1)C(=O)c1cn(CC(=O)N2CCOCC2)c2ccccc12 returned NadD block -5, Rin1-Abl PPI inh -1, SKN-1 block 16, MLLE-PAM2 inh 1, CSN deneddyl inh 3, MT1-MMP act inh -2, Neddylation inh inactive, Rpn11 inh inactive and FAS TE block -4.
Screening CSc1ccc(/C=C(/NC(=O)c2ccccc2)C(=O)N2CCN(C)CC2)cc1 returned NadD block -9, Rin1-Abl PPI inh -1, SKN-1 block -1, MLLE-PAM2 inh -5, CSN deneddyl inh 1, MT1-MMP act inh 1, Neddylation inh inactive, Rpn11 inh inactive and FAS TE block -5.
Cc1cccc(Oc2nc3ccccn3c(=O)c2/C=C(\C#N)C(=O)NC2CCS(=O)(=O)C2)c1C (centres undefined) was read as NadD block 2, Rin1-Abl PPI inh 2, SKN-1 block -14, MLLE-PAM2 inh 6, CSN deneddyl inh 6, MT1-MMP act inh -3, Rpn11 inh inactive and FAS TE block 0.
COc1cc(CC(=O)Nc2cccc(SC)c2)cc(OC)c1OC was read as NadD block 3, Rin1-Abl PPI inh -1, SKN-1 block 9, MLLE-PAM2 inh -19, CSN deneddyl inh -4, MT1-MMP act inh -4, Neddylation inh inactive, Rpn11 inh inactive and FAS TE block 3.
For Cc1cc(C(=O)Nc2nnc(-c3ccccc3)s2)no1 the results were NadD block -16, Rin1-Abl PPI inh 1, SKN-1 block 9, MLLE-PAM2 inh -13, CSN deneddyl inh -1, MT1-MMP act inh -4, Neddylation inh inactive, Rpn11 inh inactive and FAS TE block -5.
c1ccc(-c2csc(Cc3nnc4n3CCCCC4)n2)cc1 was read as NadD block -2, Rin1-Abl PPI inh 0, SKN-1 block -6, MLLE-PAM2 inh 3, CSN deneddyl inh -4, MT1-MMP act inh 4, Neddylation inh inactive, Rpn11 inh inactive and FAS TE block -8.
`O=C(CS(=O)CC(=O)Nc1ccc(Cl)cc1)NCC1OCCc2ccccc21` (centres undefined) gave NadD block 0, Rin1-Abl PPI inh 4, SKN-1 block 8, MLLE-PAM2 inh -3, CSN deneddyl inh 4, MT1-MMP act inh -2, Neddylation inh inactive, Rpn11 inh inactive and FAS TE block -8.
Screening COc1ccc(/C=N/n2cncn2)cc1Cn1nc(C)c([N+](=O)[O-])c1C returned NadD block 0, Rin1-Abl PPI inh -1, SKN-1 block 0, MLLE-PAM2 inh -8, CSN deneddyl inh 2, MT1-MMP act inh 2, Neddylation inh inactive, Rpn11 inh inactive and FAS TE block 0.
Screening CCN(Cc1ccccc1)S(=O)(=O)c1cc(C(=O)NCCCN(C)C)ccc1OC returned NadD block 0, Rin1-Abl PPI inh 0, SKN-1 block -6, MLLE-PAM2 inh -3, CSN deneddyl inh -7, MT1-MMP act inh -8, Neddylation inh inactive, Rpn11 inh inactive and FAS TE block -6.
Screening Cc1c(Cc2ccccc2)c(=O)n2c([nH]c3ccccc32)c1C#N returned NadD block -2, Rin1-Abl PPI inh 0, SKN-1 block -2, MLLE-PAM2 inh 0, CSN deneddyl inh 0, MT1-MMP act inh -15, Rpn11 inh inactive and FAS TE block 8.
Screening CCOC(=O)CCC(=O)NNC(=O)COc1ccc(C(C)C)cc1Br returned NadD block -6, Rin1-Abl PPI inh 4, SKN-1 block 0, MLLE-PAM2 inh -3, CSN deneddyl inh -3, MT1-MMP act inh 3, Neddylation inh inactive, Rpn11 inh inactive and FAS TE block -9.
`Cc1ccc(S(=O)(=O)N2[C@@H](c3cccc(Cl)c3)C(C(=O)OC(C)(C)C)=CC[C@H]2c2cccc(Cl)c2)cc1` gave NadD block -3, Rin1-Abl PPI inh 1, SKN-1 block 7, MLLE-PAM2 inh 11, CSN deneddyl inh -5, MT1-MMP act inh -20, Neddylation inh inactive, Rpn11 inh inactive and FAS TE block 28.
Screening COc1ccccc1-c1cn(-c2ccccc2)c(=S)[nH]1 returned NadD block 2, Rin1-Abl PPI inh 0, SKN-1 block 4, MLLE-PAM2 inh 32, CSN deneddyl inh 2, MT1-MMP act inh 0, Neddylation inh inactive, Rpn11 inh inactive and FAS TE block -2.
Screening O=C(CN1C(=O)C2CC=CCC2C1=O)Nc1ccc(-c2nnc3n2CCCCC3)cc1 (centres undefined) returned NadD block -6, Rin1-Abl PPI inh 5, SKN-1 block -9, MLLE-PAM2 inh -4, CSN deneddyl inh 0, MT1-MMP act inh 3, Neddylation inh inactive, Rpn11 inh inactive and FAS TE block 0.
For CC(C)C[C@H]1CN([C@@H](Cc2ccccc2)CN2CCC[C@@H]2CN2C(=O)C(=O)NC[C@@H]2Cc2ccccc2)C(=O)C(=O)N1CC1CCCCC1 the results were NadD block 17, Rin1-Abl PPI inh 4, SKN-1 block 13, MLLE-PAM2 inh -4, CSN deneddyl inh -2, MT1-MMP act inh 11, Neddylation inh inactive, Rpn11 inh inactive and FAS TE block 15.
O=C(NCCc1ccc(Cl)cc1)C1CCCN(S(=O)(=O)c2cnc[nH]2)C1 (centres undefined) was read as NadD block -5, Rin1-Abl PPI inh -2, SKN-1 block -21, MLLE-PAM2 inh -3, CSN deneddyl inh -2, MT1-MMP act inh 0, Neddylation inh inactive, Rpn11 inh inactive and FAS TE block -8.
Screening CC(C)(C)n1cnc2cc(NC(=O)c3ccc(Cl)cc3)ccc21 returned NadD block 1, Rin1-Abl PPI inh 0, SKN-1 block 8, MLLE-PAM2 inh -4, CSN deneddyl inh -2, MT1-MMP act inh 1, Neddylation inh inactive, Rpn11 inh inactive and FAS TE block -5.

This is a random part of the collection; 3.9% or so of the library scored in one or more.
